Screening results (PubChem)
MCF10A rerep: inducers of DNA re-replication in MCF 10A breast cells | AID 624296 | 2.9% of 350,000 active | Potency, µM (top dose mostly 46.1 µM), for inactives: at the highest dose activity, positive = re-replication, usual class: activators | MCF 10A DNA re-replication, Hoechst nuclear intensity, 48 h; note: potency is the fitted concentration of half-maximal effect; % of control where 0% means no effect; nearly all actives have a fitted effect of over 50% in size
KB-3-1 tox: KB-3-1 parental cell cytotoxicity; KB-3-1 viability, CellTiter-Glo ATP luminescence, 72 h; Potency, µM (doses to about 46.1 µM), inactives show at the top dose activity change, negative = cytotoxic, hits mostly cytotoxic; 1.4% of 400,000 active; AID 1347075; note: potency is the fitted concentration of half-maximal effect; % is set by controls: 0 for no effect and ±100 for the full control effect; nearly all actives have a fitted effect of over 60% in size
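Luminescent ATP read-out (CellTiter-Glo) measures survival of drug-naive KB-3-1 cells after 72 h compound exposure at 37 °C. Titration series was screened from lowest to highest concentration, with DMSO vehicle plates as background controls.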
D3 ag: agonists of human D3 dopamine receptor; P35462; max activation, %; D3R DiscoveRx beta-arrestin cells, luminescence, 90 min; 0.58% of 410,000 active; AID 652048; in the data active = max activation above about 30%; note: 0% is about no effect; mostly tested at two doses, the higher about 12 µM
Target sequence (P35462 whole entry, looked up): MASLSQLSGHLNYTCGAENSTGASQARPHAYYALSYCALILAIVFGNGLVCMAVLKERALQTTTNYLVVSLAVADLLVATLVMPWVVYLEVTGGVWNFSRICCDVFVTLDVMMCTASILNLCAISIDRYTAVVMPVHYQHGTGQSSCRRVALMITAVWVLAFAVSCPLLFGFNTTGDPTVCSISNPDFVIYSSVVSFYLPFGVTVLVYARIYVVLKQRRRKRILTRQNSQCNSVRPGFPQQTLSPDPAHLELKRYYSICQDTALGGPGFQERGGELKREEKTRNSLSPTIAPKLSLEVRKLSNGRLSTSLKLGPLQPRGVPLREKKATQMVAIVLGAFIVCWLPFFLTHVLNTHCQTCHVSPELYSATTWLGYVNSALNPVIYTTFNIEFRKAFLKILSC
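Agonist-mode cell screen: cells plated at 1500/well and incubated overnight at 37 °C, then exposed to library compounds for 90 min at 37 °C. Detection reagent was added for 30–60 min at room temperature, and luminescence was read.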
GLP1R cytotox: cytotoxicity in counter-screen for GLP-1R inverse agonists | 0.13% of 410,000 active | AID 624418 | Potency, µM (series often up to 38.3 µM), inactives show at the top dose activity change, negative = inhibition, most hits filed as inhibitors | HEK293 cAMP-luciferase reporter cells, luminescence, 24 h;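 note: loss of luciferase light is scored as toxicity; potency is the fitted concentration of half-maximal effect; % is set by controls: 0 for no effect and ±100 for the full control effect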
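1536-well qHTS counterscreen of the MLSMR; 200 cells/uL, 12 h pre-incubation, 23 nL cpd, 24 h at 37 deg C 5% CO2, luciferase detection reagent, 12 min RT, luminescence. Inhibition = undesired.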
HT1080-NT tox: kills 2HG-producing HT-1080-NT fibrosarcoma cells. HT-1080-NT fibrosarcoma viability, CellTiter-Glo ATP luminescence, 48 h. Potency, µM (top dose mostly 46.1 µM), inactives show at the highest dose activity, negative = less viability, actives largely listed as cytotoxic. 1.6% of 360,000 active. AID 686970;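 note: NT is the 2HG producing partner of a matched IDH1 knockdown line; potency is the fitted concentration of half-maximal effect; 0% = DMSO-treated cells and -100% = media-only wells without cells; nearly all actives have a fitted effect of over 55% in size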
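Fibrosarcoma NT cells, 750 per well in 5% FBS RPMI, were exposed to compound for 48 hours. Viability: CellTiter-Glo luminescence.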
HT1080 IDH1KD tx: toxicity to HT-1080 IDH1 knockdown cells (counter line). 2% of 360,000 active. AID 686971. Potency, µM (titrated, usually from 46.1 µM), for inactives: at the top dose activity, negative = toxicity, most hits filed as cytotoxic. HT-1080 IDH1 knockdown viability, ATP luminescence, 48 h;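 note: potency is the fitted concentration of half-maximal effect; 0% = DMSO wells and -100% = cell-free medium wells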
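Cytotoxicity counter-line: IDH1KD HT-1080, 48 h, CellTiter-Glo. Curves classed by r2, magnitude and activity.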
IL1B secr inh: inhibitors of inflammasome signaling (IL-1 beta secretion); 4.7% of 360,000 active; THP-1 LPS/ATP IL-1B secretion, AlphaLISA, 16 h; hits give low values; activity change, % at 57.5 µM; in the data active = activity change below about -50%; inconclusive = mostly about -30% to -49%; note: % is set by controls: 0 for no effect and ±100 for the full control effect
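THP-1 cells pretreated 1 hr with compounds (up to 57.5 uM final), then stimulated with LPS (250 ng/mL final) plus ATP (1.25 mM final); secreted IL-1B measured by AlphaLISA after 16 hr, decreased signal indicating inhibition.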
KB-V1 cytotox: kills drug-selected multidrug resistant KB-V1 cells; AID 1347076; Potency, µM (series often up to 46.1 µM), for inactives: at the top dose activity change, negative = cytotoxicity, usual class: cytotoxic; 3.4% of 400,000 active; KB-V1 MDR cells viability, CellTiter-Glo, 72 h; note: potency is the fitted concentration of half-maximal effect; % is set by controls: 0 for no effect and ±100 for the full control effect; nearly all actives have a fitted effect of over 60% in size
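Compound-treated KB-V1 multidrug-resistant cells, 72 h, 37 degrees C; viability by CellTiter-Glo. Fitted qHTS curves give the values.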
SW480 rereplic: induces DNA re-replication in SW480 colon adenocarcinoma cells | SW480 DNA re-replication, Hoechst DNA content imaging, 48 h | 1.8% of 340,000 active | Potency, µM (top dose mostly 46.1 µM), without a hit: at the top dose re-replication activation, usual class: activators; note: potency is the fitted concentration of half-maximal effect; % of control where 0% means no effect; nearly all actives have a fitted effect of over 55% in size
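Hoechst fluorescence of nuclei (405 nm excitation, 500-530 nm emission) measured by plate-scanning imager after 48 hr compound exposure at 37 C; re-replication scored as increased number of nuclei with elevated intensity.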
* marks the source's active call; other numbers are inactive results; ? = inconclusive; · = not tested or not shown; & = joins results of further samples; [ ] = dose if it differs, or a comment. Unless noted, calls come from the whole dose curve; as a rule, active = well fitted curve in the direction sought with a large enough effect; inconclusive = small, poorly fitted or top-dose-only effect, or another doubt; inactive = no such curve, though single readings can be large; an effect the other way counts as inactive or inconclusive.

SMILES	MCF10A rerep	KB-3-1 tox	D3 ag	GLP1R cytotox	HT1080-NT tox	HT1080 IDH1KD tx	IL1B secr inh	KB-V1 cytotox	SW480 rereplic
CN1C(=O)c2ccccc2Sc2ccc(NC(=O)Cc3c(F)cccc3Cl)cc21	·	0%	5	?	·	·	·	?	·
COc1cc(S(=O)(=O)N2CCOCC2)ccc1NC(=O)COC(=O)/C=C/c1cc(OC)c(OC)c(OC)c1	10%	-14%	-2	-1%	-2%	0%	38	-4%	-3%
CCCC[C@@H]1C=C(C(=O)O)[C@H](c2ccc(C#N)cc2)N1S(=O)(=O)c1ccc(C)cc1	-1%	0%	8	-10%	1%	-1%	24	0%	-12%
COC(=O)c1sccc1S(=O)(=O)N(CC(=O)NCc1ccc(C)cc1)c1ccccc1	·	3%	1	0%	·	·	·	-11%	·
CCOc1ccc(C(=O)C(CCC(CN(C)C)C(=O)c2ccc(OCC)cc2)CN(C)C)cc1 (stereo unspecified)	?	?	-13	-22%	5.2µM*	5.8µM*	-100*	-2%	3.7µM*
COCC(=O)N1CCC(Oc2ccc(C(=O)NCc3cc(C)no3)cc2)CC1	2%	25%	1	4%	-1%	4%	0	?	-36%
O=C(O)C1(c2ccccc2)CCN(S(=O)(=O)c2ccc(Br)cc2)CC1	0%	-6%	1	1%	5%	-3%	18	0%	-5%
Cn1c(Cn2c(=O)sc3ccccc32)nnc1SCC(=O)Nc1ccccc1	1%	0%	-5	6%	1%	3%	22	3%	8%
CCCN(CC(=O)Nc1ccc(F)c(F)c1F)C(=O)CCc1nc2ccccc2c(=O)[nH]1	-1%	?	6	0%	-6%	-6%	13	?	-1%
C=CCSc1n[nH]c(-c2ccc(OCCCC)cc2)n1	18%	11%	1	?	-10%	-11%	14	4%	-4%
C/C(=N\NC(N)=S)c1ccc(Cl)s1	?	16µM*	-6	?	0%	-10%	-79*	6.5µM*	?
CCOc1ccc(-c2nn(-c3ccccc3)cc2/C=C2\SC(=S)N(Cc3ccco3)C2=O)cc1	5%	-8%	2	4%	0%	17%	-2	?	1%

Grouped by structure: the entries above with four or more nitrogen atoms
SMILES	MCF10A rerep	KB-3-1 tox	D3 ag	GLP1R cytotox	HT1080-NT tox	HT1080 IDH1KD tx	IL1B secr inh	KB-V1 cytotox	SW480 rereplic
Cn1c(Cn2c(=O)sc3ccccc32)nnc1SCC(=O)Nc1ccccc1	1%	0%	-5	6%	1%	3%	22	3%	8%
CCCN(CC(=O)Nc1ccc(F)c(F)c1F)C(=O)CCc1nc2ccccc2c(=O)[nH]1	-1%	?	6	0%	-6%	-6%	13	?	-1%

Other entries follow.
SMILES	MCF10A rerep	KB-3-1 tox	D3 ag	GLP1R cytotox	HT1080-NT tox	HT1080 IDH1KD tx	IL1B secr inh	KB-V1 cytotox	SW480 rereplic
CCCCc1nc(NCCNC(=O)c2ccccc2)c(C#N)c2c1CSC(C)(C)C2	?	-16%	6	?	?	?	-22	?	?
CSc1cccc(NS(=O)(=O)c2ccc3c(c2)NC(=O)C(C)C(=O)N3)c1 (stereo unspecified)	-6%	?	1	1%	-5%	-4%	36	13%	-3%
O=C(CN1CCCCC1)Nc1ccc(S(=O)(=O)c2ccc(NC(=O)CN3CCCCC3)cc2)cc1	-16%	-1%	-6	-10%	-1%	0%	11	15%	12%
O=C(NCC1COCCO1)c1ccc(OC2CCN(CCc3ccccc3)CC2)cc1 (stereo unspecified)	?	·	-28	5%	4%	0%	3	·	-6%
COc1ccc(/C=C(\NC(=O)c2ccc([N+](=O)[O-])cc2)C(=O)NCCCN2CCOCC2)cc1	7%	-3%	-5	-2%	-1%	0%	2	11%	5%
COc1cccc(CNC(=O)Nc2cc(C(=O)NCc3cccc(F)c3)ccc2N2CCCC2)c1	·	?	-5	1%	·	·	·	4%	·
CC[C@@]12C(=O)N(c3cccc(F)c3)C(=O)N1[C@H](c1ccc(F)cc1)[C@@H]1C(=O)N(C3CCCCC3)C(=O)[C@@H]12	?	?	3	-6%	0%	0%	-6	?	-24%[9.22 µM]
O=C(Nc1ccc(S(=O)(=O)N(Cc2ccccc2)c2ccccc2)cc1)c1ccc(F)cc1	·	?	1	-6%	·	·	·	?	·
COc1ccc(C(=O)N/C(=C/c2cccnc2)C(=O)Nc2cccc(C(C)=O)c2)cc1OC	-1%	6%	2	7%	10%	4%	14	-2%	-3%
C[C@H]1CN([C@@H](C)CO)C(=O)CCCn2cc(nn2)CO[C@@H]1CN(C)C(=O)Nc1ccccc1	·	-4%	2	4%	1%	1%	-3	13%	·
COc1cc(C2c3cc4c(cc3OC(NCc3ccccc3)C2C)OCO4)cc(OC)c1OC (stereo unspecified)	1.6µM*	0.58µM*	-5	?	1.6µM*	1.2µM*	15	?	4.6µM*
CN(Cc1ccccc1)C(=O)CSc1nc2ccccc2n1Cc1ccccc1F	·	5%	-11	-2%	·	·	·	9%	·
CN1[C@@H]2CCC[C@H]1CC(NC(=O)c1nn(C)c3ccccc13)C2 (stereo partly specified)	8%	0%	-5&7	-5%	18%	5%	6	-18%	16%
COc1cccc(C(C(=O)Nc2ccc(F)cc2)N(C(=O)Cn2nnc3ccccc32)C2CC2)c1 (stereo unspecified)	-6%	-2%	5	?	8%	-13%	?	?	?
Cc1c(Cl)ccc(S(=O)(=O)NCCN2CCOCC2)c1Cl	0%	3%	2	-17%	8%	-6%	8	14%	-4%
COc1cccc2cc(C(=O)C3=C(O)C(=O)N(CCN4CCOCC4)C3c3cccs3)oc12 (stereo unspecified)	-7%	-1%	-10	50%[activator]	-4%	-1%	19	20%	-2%
O=C(c1cccc(S(=O)(=O)NCc2ccccc2)c1)N1CCN(c2ccccc2Cl)CC1	?	?	2	?	?	?	-18	8%	16µM*
Nc1nc(Cl)cc(Sc2ccc(F)cc2)n1	6%	-5%	2	4%	-4%	-1%	7	-8%	0%
O=c1cc(O)nc(-c2ccc(Cl)cc2)s1	9%	1%	26	61%[activator]	19%	1%	8	?	-16%
N#CC(C(=O)NC1CCCCC1)=C1CCCCCC1	1%	3%	-2	-2%	4%	9%	17	-16%	-6%
Cc1oc2cc3oc(=O)c(CCC(=O)N[C@H](C(=O)O)C(C)C)c(C)c3cc2c1C	0%	-1%	-1	7%	1%	10%	18	-12%	-3%
O=C(NNc1ccc(Cl)nn1)c1ccc(Cl)cc1	-2%	-6%	-10	-12%	6%	-4%	-21	-11%	?
Cc1ccc(NC(=O)C2CCCN(S(=O)(=O)c3cccc4cccnc34)C2)cc1 (stereo unspecified)	15%	-2%&5%	4&3	-2%&0%	0%	0%	25	-3%&-6%	-8%
COC(=O)c1sccc1NC(=O)CC1C(=O)NCCN1C(=O)c1ccc(C)c(C)c1 (stereo unspecified)	16%	-10%	-5	13%	3%	2%	·	-11%	-55%[inhibitor]
COc1cc2c(=O)n(CC3CCCO3)c(=O)n(CC(=O)Nc3cccc(Cl)c3)c2cc1OC (stereo unspecified)	0%	-10%	-6	-27%	-10%	-6%	-18	-7%	-4%
COCCCN1C(=O)C2C(C(=O)Nc3cccc(Cl)c3)C3C=CC2(O3)C1C(=O)NC1CCCCC1 (stereo unspecified)	-1%	8%	16	2%	4%	4%	10	-11%	-9%
C[C@H]1CN([C@@H](C)CO)S(=O)(=O)c2ccc(Br)cc2O[C@@H]1CN(C)C(=O)c1cccnc1	·	-5%	-10	0%	5%	1%	15	-6%	·
CCN(CC)C(=O)c1cccc(-c2csc(C(O)(c3ccccc3)C(F)(F)F)n2)c1 (stereo unspecified)	·	?	-19	-26%	23µM*	16µM*	-4	?	·
CCOc1cc(/C=N/NC(=O)C(C)Sc2ccccn2)ccc1O (stereo unspecified)	3%	?	0	2%	13%	5%	13	8%	-86%[inhibitor]
C=CCc1cc(C=Nc2ccc(N3CCOCC3)cc2)cc(OCC)c1O	8%	?	2	-5%	-1%	-3%	-16	1%	2%
CC1=NN(C(N)=S)C(=O)C1N=Nc1c(C)n(C)n(-c2ccccc2)c1=O (stereo unspecified)	-2%	6%	10	-7%	-4%	-3%	5	-9%	-11%
CN1CCOCCOCCN(C)C(=O)N2CCOCCOCCN(CCOCC2)C1=O	4%	11%	0	7%	-1%	1%	0	5%	2%
CCSc1nnc(NC(=O)CN2C(=O)NC3(CCCC3)C2=O)s1	-4%	-1%	2	1%	4%	6%	4	?	-7%
COc1cccc(C(=O)c2cn(CC(=O)Nc3cccc(C(F)(F)F)c3)c3nc(C)ccc3c2=O)c1	·	?	4	-19%	·	·	·	0%	·
Cc1ccn(CC(=O)N2CCCC(N3CCN(c4cccc(C(F)(F)F)c4)CC3)C2)n1 (stereo unspecified)	·	0%	0	-10%	-5%	-3%	-2	?	·
O=C(CCC(=O)N1CCOc2ccccc21)NCCN1CCOCC1	3%	23%	6	1%	0%	12%	17	13%	4%

Look-ups from the results shown:
`CCN(CC)C(=O)c1cccc(-c2csc(C(O)(c3ccccc3)C(F)(F)F)n2)c1` (stereo unspecified) | HT1080-NT tox: 23µM*
`CCOc1cc(/C=N/NC(=O)C(C)Sc2ccccn2)ccc1O` (stereo unspecified) | HT1080 IDH1KD tx: 5%

New compounds follow.
SMILES	MCF10A rerep	KB-3-1 tox	D3 ag	GLP1R cytotox	HT1080-NT tox	HT1080 IDH1KD tx	IL1B secr inh	KB-V1 cytotox	SW480 rereplic
O=S(=O)(NCCc1nnc2ccc(SCc3ccccc3Cl)nn12)c1ccccc1	·	?	7	-9%	·	·	·	8%	·
O=C(Nc1cccc(-c2cccc(F)c2)c1)C1CCN(C2CCOCC2)CC1	13%	-5%	-5	-5%	?	-25%	-1	5%	-4%
CSCc1cc(N(C)c2ccccc2)nc(-c2ccccn2)n1	1%	-1%	-11	?	0%	-1%	18	-12%	-1%
Cc1cccc(N2CC(C(=O)Nc3nnc(SCc4ccccn4)s3)CC2=O)c1 (stereo unspecified)	3%	0%	-4	2%	2%	5%	54	4%	-10%
Cc1cc(NC(=O)CSc2nnc(-c3cccnc3)n2C2CCCCC2C)no1 (stereo unspecified)	2%	7%	-3	-3%	-6%	-2%	0	0%	1%
COc1ccc(-c2nnc(N(C)C(=O)c3ccco3)s2)cc1OC	7%	0%	-5	-2%	0%	26%	-20	3%	-13%
